pPAFAH FP inh = inhibitors of human plasma PAF acetylhydrolase (pPAFAH); Q13093; recombinant pPAFAH, FP-rhodamine probe fluorescence polarization; inhibition, % at 3.39 µM; 330,000 tested, 1.5% active;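 active means inhibition above the mean inhibition across the screen plus 3 SD, cut at about 25% in these data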;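 further: inhibitors block binding of the rhodamine activity-based probe so polarization drops; 0% = enzyme with DMSO and 100% = wells lacking pPAFAH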
PAD4 FP inh = PAD4 (human) enzyme inhibition; Q9UM07; recombinant PAD4, RCA probe fluorescence polarization; inhibition, % at 6.36 µM; 330,000 tested, 0.41% active;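 active means percent inhibition above a cutoff equal to the mean of all tested compounds plus 3 SD, cut at about 15% in these data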;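 further: 0% = PAD4 with RCA probe and DMSO and 100% = probe without PAD4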
LYPLA2 inh = counter-screen for PME1 inhibitors: inhibitors of human LYPLA2; O95372; recombinant LYPLA2, FP-Rh probe fluorescence polarization; inhibition, % at 5.9 µM; 320,000 tested, 0.38% active;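 active means inhibition above the screen-wide mean plus 3 SD, limit set per campaign, cut at about 26% in these data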;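 further: 0% = LYPLA2 with DMSO and 100% = wells lacking LYPLA2 enzyme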
PAFAH1B3 FP inh = blocks human PAF acetylhydrolase 1B catalytic subunit 3; Q15102; recombinant PAFAH1B3, FP-rhodamine probe, fluorescence polarization; 340,000 tested, 0.28% active; inhibition, % at 3.39 µM;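 active means inhibition above the screen-wide average of all tested compounds plus 3 SD, cut at about 25% in these data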;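 further: 0% = enzyme with DMSO only and 100% = wells lacking PAFAH1B3 protein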
PREPL inh = inhibits the human prolyl oligopeptidase-like enzyme; 320,000 tested, 0.68% active; inhibition, % at 5.96 µM; recombinant PREPL, fluorescence polarization activity-based probe; in the data active means inhibition above about 43%;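 further: 0% = enzyme with DMSO and 100% = wells lacking enzyme; many of its hits are not listed in these tables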
LYPLA1 inh = LYPLA1 (human) inhibition in PME1 counter-screen; O75608; recombinant LYPLA1, FP-Rh probe fluorescence polarization; inhibition, % at 5.9 µM; 320,000 tested, 0.16% active; AID 2174;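 active means inhibition above the mean of all tested compounds plus 3 SD, set per campaign, cut at about 14% in these data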;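 further: inhibitors block serine hydrolase probe labeling of LYPLA1 so polarization falls; 0% = enzyme with DMSO and 100% = wells lacking LYPLA1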
Target sequence (O75608 whole entry, looked up): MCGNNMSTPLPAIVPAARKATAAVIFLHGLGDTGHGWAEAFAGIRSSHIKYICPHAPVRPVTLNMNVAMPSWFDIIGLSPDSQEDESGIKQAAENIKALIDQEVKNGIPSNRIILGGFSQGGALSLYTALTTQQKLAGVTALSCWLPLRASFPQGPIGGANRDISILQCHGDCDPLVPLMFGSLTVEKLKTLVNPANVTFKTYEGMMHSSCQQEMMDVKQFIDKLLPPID
PME-1 inh = blocks human protein phosphatase methylesterase 1. 320,000 tested, 0.53% active. recombinant PME-1, FP-Rh probe fluorescence polarization. AID 2130. inhibition, % at 5.9 µM;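 active means inhibition above the campaign mean of all compounds plus 3 SD, cut at about 26% in these data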;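 further: competitive labeling of PME-1 active site by serine hydrolase directed probe; 0% = PME-1 with DMSO and 100% = wells lacking PME-1 enzyme; inhibitors block probe labeling so polarization falls and inhibition rises; many of its hits are not listed in these tables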
Target sequence (Q9Y570 whole entry, looked up): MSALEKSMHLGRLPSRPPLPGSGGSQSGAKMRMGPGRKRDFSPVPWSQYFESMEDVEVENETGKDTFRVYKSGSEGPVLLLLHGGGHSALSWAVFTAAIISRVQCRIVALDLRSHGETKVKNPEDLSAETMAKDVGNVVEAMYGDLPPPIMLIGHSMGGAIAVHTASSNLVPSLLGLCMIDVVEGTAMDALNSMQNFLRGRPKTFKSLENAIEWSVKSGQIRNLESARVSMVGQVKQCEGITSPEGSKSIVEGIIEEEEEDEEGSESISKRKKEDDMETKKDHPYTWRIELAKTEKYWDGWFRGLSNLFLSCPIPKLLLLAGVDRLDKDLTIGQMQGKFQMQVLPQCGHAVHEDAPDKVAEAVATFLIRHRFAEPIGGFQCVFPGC
PAFAH1B2 inh = blocks human PAF acetylhydrolase 1b catalytic subunit 2 | P68402 | recombinant PAFAH1B2, FP-rhodamine activity probe, fluorescence polarization | 340,000 tested, 1.2% active | inhibition, % at 3.39 µM;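 active means inhibition above the mean of all tested compounds plus 3 SD, cut at about 24% in these data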;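 further: 0% = enzyme with DMSO and 100% = wells lacking PAFAH1B2; many of its hits are not listed in these tables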
GSTO1 counter = blocks human GSTO1 in RBBP9 counter-screen; recombinant GSTO1, activity-based probe fluorescence polarization; 300,000 tested, 1.1% active; inhibition, % at 5.96 µM; P78417;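 active means inhibition above the campaign mean inhibition plus 3 SD, cut at about 35% in these data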;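 further: 0% = GSTO1-1 with DMSO and 100% = wells lacking GSTO1-1 enzyme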
Target sequence (P78417 whole entry, looked up): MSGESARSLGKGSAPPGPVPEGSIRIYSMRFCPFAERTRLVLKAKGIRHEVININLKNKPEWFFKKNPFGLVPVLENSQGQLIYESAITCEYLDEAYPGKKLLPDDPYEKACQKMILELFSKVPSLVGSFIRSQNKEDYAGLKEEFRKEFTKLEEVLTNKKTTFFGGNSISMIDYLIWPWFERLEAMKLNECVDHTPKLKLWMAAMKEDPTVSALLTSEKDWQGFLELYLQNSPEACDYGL
* hit, by the source's call; . = not tested or not shown. The list is partial; rates above refer to the full screens.

Molecule,pPAFAH FP inh,PAD4 FP inh,LYPLA2 inh,PAFAH1B3 FP inh,PREPL inh,LYPLA1 inh,PME-1 inh,PAFAH1B2 inh,GSTO1 counter
CCN(CCO)Cc1csc2cccc(Br)c12,-1,-2,4,4,3,4,-6,-3,1
COc1cc(NC(=O)CSc2ccc3c(c2)OCCO3)cc(OC)c1OC,-1,-5,1,-8,15,2,-1,3,-3
COc1ccc(C(=O)Nc2ccccc2C(=O)NC(Cc2ccc(O)cc2)C(=O)NNC(=O)c2ccccc2Cl)cc1 (configuration not stated),-14,-4,-30,-5,1,-18,-26,-5,-5
O=C1CC(N(CCc2ccccc2)C(=S)Nc2ccccc2)C(=O)N1c1ccc(F)cc1 (configuration not stated),-16,-2,-49,1,7,-24,-26,2,-3
O=C(c1cccc2nc3ccccc3nc12)N1CCOCC1,5,-1,-1,3,5,2,-5,3,1
Nc1ccc(-c2ccc(C(=O)O)s2)cn1,-3,1,2,6,7,5,12,-3,1
Cc1cccc(NC(=O)CN2C(=O)NC(Cc3ccccc3)C2=O)c1 (configuration not stated),1,-4,5,-3,12,1,-2,-1,0
c1ccc(-n2nnnc2-n2ccnc2)cc1,-6,-5,-13,2,1,-1,-8,1,6
Cc1ccc(C(=O)OCc2cc(=O)n3c(C)csc3n2)s1,3,1,9,-1,4,-1,1,-2,.
O=C(COC(=O)/C=C/c1ccc([N+](=O)[O-])cc1)NCC1CCCO1 (configuration not stated),6,0,5,3,9,0,3,5,6
Cc1c(CC(=O)NCCCC(=O)O)c(=O)oc2cc3oc4c(c3cc12)CCCC4,-1,-3,-3,1,5,-2,-3,1,-3
N#Cc1cc([N+](=O)[O-])ccc1NC(=O)COC(=O)C12CC3CC(CC(C3)C1)C2,8,0,-1,.,7,-2,3,.,-1
O=C(CCl)N1CCN(S(=O)(=O)c2ccc3c(c2)OCCCO3)CC1,1,-4,2,3,5,-1,-5,-2,.
CCOC(=O)C1CCN(C(=O)c2ccccc2NC(C)=O)CC1,1,0,1,-1,-1,2,1,3,8
COc1ccc(OC(=O)c2cnn(-c3ccccc3)c2C)cc1,7,-8,8,1,19,-3,-4,0,-3
O=c1c(-c2ccc(Cl)cc2)[n+]([O-])c2ccccc2n1OCc1nc2ccccc2[nH]1,5,-2,-9,4,4,-5,-4,-3,8
CC(C)C(NC(=O)c1ccco1)C(=O)OCC(=O)NCCc1ccccc1 (configuration not stated),5,1,1,-1,-6,1,2,-1,.
COc1ccccc1/C=C/C(=O)NCC(=O)N/N=C/c1ccccc1,7,-3,-2,9,3,-1,6,1,3
CSc1nc(C)nc2c1c(=O)n(C)c(=O)n2C,2,0,0,-1,2,-2,1,-1,-2
COc1cc(C(=O)NCc2nnc(SCC(=O)Nc3ccc4c(c3)OCO4)o2)cc(OC)c1OC,-1,-1,-3,-3,16,0,1,-1,8

Three records drawn at random from those above, as already listed:
Molecule,pPAFAH FP inh,PAD4 FP inh,LYPLA2 inh,PAFAH1B3 FP inh,PREPL inh,LYPLA1 inh,PME-1 inh,PAFAH1B2 inh,GSTO1 counter
COc1ccc(C(=O)Nc2ccccc2C(=O)NC(Cc2ccc(O)cc2)C(=O)NNC(=O)c2ccccc2Cl)cc1 (configuration not stated),-14,-4,-30,-5,1,-18,-26,-5,-5
N#Cc1cc([N+](=O)[O-])ccc1NC(=O)COC(=O)C12CC3CC(CC(C3)C1)C2,8,0,-1,.,7,-2,3,.,-1
O=C(c1cccc2nc3ccccc3nc12)N1CCOCC1,5,-1,-1,3,5,2,-5,3,1

The list continues.
Molecule,pPAFAH FP inh,PAD4 FP inh,LYPLA2 inh,PAFAH1B3 FP inh,PREPL inh,LYPLA1 inh,PME-1 inh,PAFAH1B2 inh,GSTO1 counter
O=C(Nc1ccc(F)cc1)c1ccc(S(=O)(=O)N2CCOCC2)o1,4,0,8,.,-21,7,1,.,6
Cc1cccc(N/N=C/c2ccc(O)c(O)c2O)c1,45*,0,-3,8,5,-9,1,-3,56*
CC(C)CCNC(=O)Cc1c(C(=O)O)[nH]c2ccc(Cl)cc12,5,-1,1,7,7,2,0,50*,3
CCC(=O)Nc1cccc(NC(=O)c2cccnc2)c1,7,-2,5,2,3,0,1,-4,-2
O=C(NCc1ccccc1Cl)C1CCC(CNc2c(N3CCCCC3)c(=O)c2=O)CC1 (configuration not stated),1,1,-1,4,0,2,2,1,-4
CC(C)(C)N=C1NC(=NC(C)(C)C)c2ccccc21,5,4,2,2,15,-3,1,-4,-3
COc1ccc(CNC(=O)CNC(=O)N2CC(=O)Nc3ccccc32)cc1,3,2,5,0,-5,-2,2,2,3
COc1cc(/C=C/C(=O)OCC(=O)NCC(=O)Nc2cccc(C)c2C)ccc1OC(F)F,0,3,-5,2,-2,-4,-2,2,.
CCOC(=O)c1cccnc1SCC(=O)N(C)c1ccccc1,1,-2,-2,2,-1,-1,1,1,-1
O=C1OC(c2ccc(Cl)cc2)/C(=C(/O)c2ccccc2)C1=O (configuration not stated),7,-2,2,0,-3,-1,7,9,-7
O=S(=O)(Nc1ccccc1)c1cccc2nonc12,-3,-6,6,5,16,-2,11,1,6
CCN(CC)S(=O)(=O)c1ccc(OC)c(NS(=O)(=O)c2cccc(C(=O)O)c2)c1,3,3,3,8,2,3,6,9,5
COc1ccc(CNC(=O)CN(Cc2ccc(Cl)cc2)C(=O)c2csnn2)cc1,3,-1,4,-2,3,2,14,10,4
CC(C)c1ccc(C(C(=O)NC2CCCC2)N(C(=O)CNC(=O)c2ccco2)c2cccnc2)cc1 (configuration not stated),4,-6,1,-4,-13,-1,3,4,-2
CCOc1ccc(CN(CC)C(=O)c2ccc3c(c2)[nH]c(=O)c(=O)n3CC)cc1OC,0,-18,-30,-25,-6,-9,-27,-17,-30
CCCn1c(SCC(=O)N2CCN(C(=O)c3ccco3)CC2)nc2ccccc2c1=O,-5,-3,-2,.,-12,0,-2,.,0
Cc1cc(Nc2c(C)cccc2C)n2nc(C)nc2n1,0,0,1,3,14,0,-1,1,10
CN(C)CCSc1nc(O)c(-c2ccccc2)c(=O)n1-c1ccccc1,3,0,-1,3,-7,-3,0,2,12
CS(=O)(=O)N1CCN(CC2CC3C=CC2C3)CC1 (configuration not stated),-2,3,-1,12,7,1,-3,2,-1
CCOC(=O)Nc1nc(-c2ccc(Cl)cc2Cl)cs1,-1,5,-5,-1,-4,-9,4,1,0

Whole records from above. Order of values: pPAFAH FP inh	PAD4 FP inh	LYPLA2 inh	PAFAH1B3 FP inh	PREPL inh	LYPLA1 inh	PME-1 inh	PAFAH1B2 inh	GSTO1 counter
Cc1cc(Nc2c(C)cccc2C)n2nc(C)nc2n1 is listed as 0	0	1	3	14	0	-1	1	10
CN(C)CCSc1nc(O)c(-c2ccccc2)c(=O)n1-c1ccccc1 is listed as 3	0	-1	3	-7	-3	0	2	12

Next results.
Values in the order: pPAFAH FP inh, PAD4 FP inh, LYPLA2 inh, PAFAH1B3 FP inh, PREPL inh, LYPLA1 inh, PME-1 inh, PAFAH1B2 inh, GSTO1 counter
- CCNC(=O)c1ccc(C2SCC(=O)N2Cc2ccco2)cc1 (configuration not stated)
  4, -3, 8, 11, 23, -1, -3, 3, 1
- O=C(N/C(=C/c1ccc2c(c1)OCO2)C(=O)N1CCOCC1)c1cccs1
  2, -3, -5, 3, -8, 1, 0, 0, -5
- CCOC(=O)C1CCN(Cc2cccc(OC)c2)CC1
  2, 4, -1, -2, 6, 3, 3, 1, 4
- CC(=O)/C(N=Nc1c(C)n(C)n(-c2ccccc2)c1=O)=C(\C)O
  11, 0, 5, 2, -3, 0, -5, 5, 1
- CCOc1cc(CNc2nn[nH]n2)ccc1OCC(=O)NC(C)(C)C
  2, -2, 0, -1, 5, -2, 1, 1, 6
- O=C(CCCn1nnnc1CN1CCOCC1)N1CCC(c2ccccc2Cl)C1 (configuration not stated)
  -4, 3, -8, 12, 24, -6, -8, 5, -2
- Cc1csc(SCC(=O)NC(=O)C2CCCCC2)n1
  4, 0, 5, 12, 6, 1, -1, 7, 0
- O=[N+]([O-])c1ccc(Oc2cccc3cccnc23)c(Cl)c1
  4, 2, 28*, 4, 18, -4, 4, -6, -5
- COc1ccc(CNC(=O)C2CSC(c3ccc(OC)cc3)N2C(C)=O)cc1 (configuration not stated)
  1, 2, 2, 3, -59, 1, 1, 4, 21
- CC(=O)Oc1cccc(N2C(=O)c3ccccc3C2=O)c1
  -5, -2, 7, -2, 10, 0, 2, -5, 6
- C=CCc1cc(Cl)ccc1OCCOCCNC(C)(C)C
  3, 1, -7, 11, 2, -5, -1, 7, 2
- O=C(COC(=O)CNC(=O)c1ccccc1F)Nc1cccc(S(=O)(=O)N2CCCCCC2)c1
  5, 0, -4, 5, -3, -5, 3, -2, 4
- Cc1ccc(N2CC(C(=O)NC3CC3)CC2=O)cc1Cl (configuration not stated)
  8, 0, 2, -3, -4, -1, -1, 4, -4
- COc1ccc(CCN=Cc2ccccc2O)cc1OC
  5, -2, 4, 12, 0, 3, 1, 5, -8

Screening data: PubChem BioAssay, The Scripps Research Institute Molecular Screening Center
